HT1080 IDH1KD tx: qHTS for induction of synthetic lethality in tumor cells producing 2HG: qHTS for the HT-1080-IDH1KD cell line | hit rate 2% among 360,000 | HT-1080 IDH1 knockdown viability, ATP luminescence, 48 h | AID 686971, 2013 | Potency, µM (series often up to 46.1 µM), for inactives: top-dose activity, negative = toxicity, actives largely listed as cytotoxic;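 note: potency is the fitted concentration of half-maximal effect; 0% = DMSO wells and -100% = cell-free medium wells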
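Cytotoxicity counter-line: IDH1KD HT-1080, 48 h, CellTiter-Glo. Curves classed by r2, magnitude and activity.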
MCF10A rereplic: A quantitative high throughput screen for small molecules that induce DNA re-replication in MCF 10a normal breast cells | MCF 10A DNA re-replication, Hoechst nuclear intensity, 48 h | Potency, µM (titrated, usually from 46.1 µM), without a hit: at the highest dose activity, positive = re-replication, most hits filed as activators | hit rate 2.9% among 350,000; note: potency is the fitted concentration of half-maximal effect; % of control where 0% means no effect; nearly all actives have a fitted effect of over 50% in size
SW480 rereplic: A quantitative high throughput screen for small molecules that induce DNA re-replication in SW480 colon adenocarcinoma cells; SW480 DNA re-replication, Hoechst DNA content imaging, 48 h; Potency, µM (series often up to 46.1 µM), for inactives: at the top dose re-replication activation, hits mostly activators; hit rate 1.8% among 340,000; AID 624297, 2012; note: potency is the fitted concentration of half-maximal effect; % of control where 0% means no effect; nearly all actives have a fitted effect of over 55% in size
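Hoechst fluorescence of nuclei (405 nm excitation, 500-530 nm emission) measured by plate-scanning imager after 48 hr compound exposure at 37 C; re-replication scored as increased number of nuclei with elevated intensity.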
HT1080NT lethal: qHTS for induction of synthetic lethality in tumor cells producing 2HG: qHTS for the HT-1080-NT fibrosarcoma cell line; HT-1080-NT fibrosarcoma viability, CellTiter-Glo ATP luminescence, 48 h; Potency, µM (series often up to 46.1 µM), for the others: at the top dose activity, negative = less viability, most hits filed as cytotoxic; hit rate 1.6% among 360,000;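 note: NT is the 2HG producing partner of a matched IDH1 knockdown line; potency is the fitted concentration of half-maximal effect; 0% = DMSO-treated cells and -100% = media-only wells without cells; nearly all actives have a fitted effect of over 55% in size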
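HT-1080-NT fibrosarcoma cells (2HG-overproducing), 750 cells/well in RPMI with 5% FBS, dosed after 2 h and incubated 48 h at 37C. CellTiter-Glo luminescence normalized to DMSO and no-cell wells; concentration-response curves fitted and classed.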
GLP1R cytotox: qHTS of GLP-1 Receptor Inverse Agonists: Cytotox Screen | hit rate 0.13% among 410,000 | Potency, µM (highest dose often 38.3 µM), inactives show at the highest dose activity change, negative = inhibition, hits mostly inhibitors | HEK293 cAMP-luciferase reporter cells, luminescence, 24 h;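 note: loss of luciferase light is scored as toxicity; potency is the fitted concentration of half-maximal effect; % is set by controls: 0 for no effect and ±100 for the full control effect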
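A 23 nL compound transfer followed 12 hours of cell culture at 37 deg C; exposure then lasted 24 hr. Luciferase assay detection reagent was dispensed and plates read for luminescence after a 12 min room-temperature wait.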
IL-1B inflam inh: qHTS for Inhibitors of Inflammasome Signaling: IL-1-beta AlphaLISA Primary Screen; THP-1 LPS/ATP IL-1B secretion, AlphaLISA, 16 h; hits give low values; activity change, % at 57.5 µM; hit rate 4.7% among 360,000; in the data active = activity change below about -50%; inconclusive = mostly about -30% to -49%; note: % is set by controls: 0 for no effect and ±100 for the full control effect
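Secreted IL-1B measured by AlphaLISA bead assay after 16 h compound exposure of THP-1 cells; compounds (final up to 57.5 uM) added 1 h before LPS (250 ng/mL) and ATP (1.25 mM) stimulation; lower signal means less secretion.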
KB-3-1 tox: qHTS assay for MDR1-selective chemotherapeutics: Primary screen using the parental adenocarcinoma cell KB-3-1; hit rate 1.4% among 400,000; KB-3-1 viability, CellTiter-Glo ATP luminescence, 72 h; Potency, µM (highest dose often 46.1 µM), inactives show at the top dose activity change, negative = cytotoxic, most hits filed as cytotoxic; AID 1347075, 2019; note: potency is the fitted concentration of half-maximal effect; % is set by controls: 0 for no effect and ±100 for the full control effect; nearly all actives have a fitted effect of over 60% in size
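Viability of parental KB-3-1 cells, measured by CellTiter-Glo luminescence, followed a 72 h incubation at 37 °C with pinned compounds in phenol-red-free DMEM containing 10% FBS.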
DRD3 agonist: qHTS of D3 Dopamine Receptor Agonist: qHTS; D3R DiscoveRx beta-arrestin cells, luminescence, 90 min; max activation, %; hit rate 0.58% among 410,000; AID 652048, 2013; in the data active = max activation above about 30%; note: 0% is about no effect; mostly tested at two doses, the higher about 12 µM
Target sequence (P35462 whole entry, looked up): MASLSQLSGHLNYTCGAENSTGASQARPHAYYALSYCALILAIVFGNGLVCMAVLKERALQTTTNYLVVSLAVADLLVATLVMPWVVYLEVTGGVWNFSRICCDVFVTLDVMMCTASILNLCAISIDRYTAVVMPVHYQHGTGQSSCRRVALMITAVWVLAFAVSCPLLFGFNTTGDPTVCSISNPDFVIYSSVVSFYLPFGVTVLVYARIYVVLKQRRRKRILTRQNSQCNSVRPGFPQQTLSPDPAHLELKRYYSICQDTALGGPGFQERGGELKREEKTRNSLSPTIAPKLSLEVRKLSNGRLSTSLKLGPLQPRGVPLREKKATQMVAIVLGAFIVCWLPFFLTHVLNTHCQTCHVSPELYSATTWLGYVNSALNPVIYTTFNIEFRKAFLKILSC
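Agonist-mode cell screen: cells plated at 1500/well and incubated overnight at 37 °C, then exposed to library compounds for 90 min at 37 °C. Detection reagent was added for 30–60 min at room temperature, and luminescence was read.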
KB-V1 cytotox: qHTS assay for MDR1-selective chemotherapeutics: Primary screen using the drug-selected MDR subline cells KB-V1 | hit rate 3.4% among 400,000 | Potency, µM (titrated, usually from 46.1 µM), for the others: at the top dose activity change, negative = cytotoxicity, actives largely listed as cytotoxic | AID 1347076, 2019 | KB-V1 MDR cells viability, CellTiter-Glo, 72 h; note: potency is the fitted concentration of half-maximal effect; % is set by controls: 0 for no effect and ±100 for the full control effect; nearly all actives have a fitted effect of over 60% in size
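Compound-treated KB-V1 multidrug-resistant cells, 72 h, 37 degrees C; viability by CellTiter-Glo. Fitted qHTS curves give the values.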
Active calls of the source: *; ? = inconclusive; . = not tested or not shown; [ ] = dose if it differs, or a comment. Unless noted, calls come from the whole dose curve; as a rule, active = well fitted curve in the direction sought with a large enough effect; inconclusive = small, poorly fitted or top-dose-only effect, or another doubt; inactive = no such curve, though single readings can be large; an effect the other way counts as inactive or inconclusive.

SMILES	HT1080 IDH1KD tx	MCF10A rereplic	SW480 rereplic	HT1080NT lethal	GLP1R cytotox	IL-1B inflam inh	KB-3-1 tox	DRD3 agonist	KB-V1 cytotox
Cc1cc(=O)oc2c(C)c(OCC(=O)N3CCN(c4ccccc4)CC3)ccc12	-2.1%	9.5%	-32.9%	4.3%	-9.4%	-6.1	2.8%	-1.9	?
NC(=O)Nn1c(CCC(=O)O)ccc1-c1ccc(F)cc1	-0.6%	0.5%	1.0%	-2.3%	-3.5%	19.4	5.2%	0.1	7.2%
O=C1NCCN/C1=C\C(=O)c1ccccc1	-0.5%	-0.6%	-0.9%	9.2%	-4.8%	-7.0	12.0%	4.0	1.6%
C[C@H](CO)N1C[C@H](C)[C@@H](CN(C)S(=O)(=O)c2ccccc2)Oc2ccc(NC(=O)Cc3ccccc3)cc2C1=O	19.7%	8.7%	-1.8%	0.0%	3.5%	14.3	17.4%	-7.5	9.8%
CC(NC(=O)CN1C(=O)NC2(CCCC2)C1=O)c1ccc2ccccc2c1 (stereo not given)	-8.5%	9.7%	0.0%	-7.3%	-9.6%	-7.0	0.0%	-8.0	-0.3%
COc1ccc(N2CCN(S(=O)(=O)c3ccc(C(=O)NC4CCCC4)cc3)CC2)cc1	-0.2%	19.6%	3.4%	-0.3%	14.1%	19.3	-2.1%	3.5	13.9%
O=C(Nc1cccc(Cl)c1N1CCCC1)c1ccc(Br)o1	1.0%	?	16.9%	8.1%	13.7%	25.6	-12.3%	1.0	?
C[C@@H](NCCCn1cnc2c(OCc3ccccc3)ncnc21)c1cccc2ccccc12	?	?	9.7%	-29.4%	?	-26.7	0.0%	-46.7	-4.2%
CC[C@@H](C)[C@@H](C(=O)N1CCNCC1)n1cc(CCC(=O)O)nn1	15.5%	?	-7.4%	21.1%	20.8%	25.3	30.2%	-7.2	-7.5%
COc1ccccc1-c1nnc(SCC(=O)NCc2c(C)c(Cl)cc(C(C)C)c2O)o1	15.8µM*	-3.9%	-4.7%	?	?	-11.9	-5.7%	3.5	?
CCCCCCCNC(=O)C1(CC2CC(c3ccc(Cl)cc3)=NO2)CCN(C(=O)C2(C)CC2)CC1 (stereo not given)	-10.6%	24.2%	4.3%	-16.5%	10.4%	?	?	-10.1	-5.4%
Cc1ccc(NC(=O)[C@@H](c2ccccc2)N2Cc3ccccc3C2=O)cc1	.	.	.	.	-7.2%	.	16.6%	2.8	9.5%
O=C(CSc1nc2ccc(NC(=O)c3ccccc3C(=O)O)cc2s1)Nc1c(Cl)cccc1Cl	7.8%	4.7%	-1.8%	1.0%	5.2%	23.8	0.0%	3.8	?
CCOc1ccc(/C=C/C(=O)c2c(O)cc(C)oc2=O)cc1	0.5%	?	?	-10.9%	4.3%	?	?	-6.4	-11.3%
C[C@]12C=CC(=O)C=C1CC[C@@H]1C2[C@@H](O)C[C@@]2(C)C1CC[C@]2(O)C(=O)COC(=O)CCC(=O)O (stereo not given in full)	?	-24.4%	-6.4%	?	12.5%	?	14.1%	2.7	0.8%
Cc1ccccc1C(=O)NNC(=O)c1cccn1C	11.5%	-11.4%	9.8%	10.9%	4.4%	2.3	0.4%	1.1	16.0%
O=C(Cn1cccc1)Nc1ccc(OC(F)(F)F)cc1	-7.8%	-12.7%	-1.6%	-5.9%	-22.8%	-10.0	4.5%	-6.9	-17.0%
COC(=O)C1=C(C)N(C)C(C)=C(C(=O)OC)C1c1ccncc1	-6.2%	2.3%	-1.1%	-4.5%	16.0%	-12.3	-0.3%	-1.4	1.8%
Cn1c(=O)n(C)c2cc(NC(=O)c3cccc([N+](=O)[O-])c3)c(Br)cc21	-3.4%	-0.8%	-15.6%	-1.9%	1.4%	1.7	0.0%	5.2	?
COc1ccc(Cc2nnc(NC(=O)c3ccccc3F)s2)cc1	-13.5%	?	-0.5%	-11.4%	-1.0%	-2.6	2.1%	-2.7	0.8%
COc1ccc(N(CC(=O)Nc2ccc(F)c(F)c2)S(=O)(=O)c2c(C)[nH]c(=O)[nH]c2=O)cc1	2.4%	-0.9%	0.4%	18.5%	2.9%	10.6	1.5%	-4.2	-6.0%
C=CCn1c(SCC(=O)NC2CCCC2)nc2sc(C)cc2c1=O	0.0%	?	-119.4%[inhibitor]	-9.2%	-9.7%	0.4	-8.6%	-4.6	0.0%
COc1ccc(NC(=O)c2ccc3c(=O)n4nc(Nc5cccc(Cl)c5C)sc4nc3c2)cc1	.	.	.	.	0.8%	.	10.0%	0.3	?
N#CCc1ccccc1C(=O)OCC(=O)N(Cc1ccccc1)Cc1ccccc1	-10.5%	-1.1%	3.0%	-7.8%	-11.2%	18.4	-0.7%	-1.1	-7.3%
CC(=O)N1CCN(c2ccc(NC(=O)COc3ccc(Cl)cc3Cl)cc2)CC1	-25.7%	22.6%	2.4%	-7.5%	6.5%	?	-22.0%	0.4	?

Reformatted with values under each structure: part of the list above
Sequence of screens: HT1080 IDH1KD tx | MCF10A rereplic | SW480 rereplic | HT1080NT lethal | GLP1R cytotox | IL-1B inflam inh | KB-3-1 tox | DRD3 agonist | KB-V1 cytotox
N#CCc1ccccc1C(=O)OCC(=O)N(Cc1ccccc1)Cc1ccccc1
  -10.5% | -1.1% | 3.0% | -7.8% | -11.2% | 18.4 | -0.7% | -1.1 | -7.3%
C=CCn1c(SCC(=O)NC2CCCC2)nc2sc(C)cc2c1=O
  0.0% | ? | -119.4%[inhibitor] | -9.2% | -9.7% | 0.4 | -8.6% | -4.6 | 0.0%
COc1ccc(N2CCN(S(=O)(=O)c3ccc(C(=O)NC4CCCC4)cc3)CC2)cc1
  -0.2% | 19.6% | 3.4% | -0.3% | 14.1% | 19.3 | -2.1% | 3.5 | 13.9%

Other results follow:
SMILES	HT1080 IDH1KD tx	MCF10A rereplic	SW480 rereplic	HT1080NT lethal	GLP1R cytotox	IL-1B inflam inh	KB-3-1 tox	DRD3 agonist	KB-V1 cytotox
CC(=O)c1ccc(NS(=O)(=O)c2cccc(C(=O)Nc3ccccc3C(=O)O)c2)cc1	1.1%	12.5%	-5.8%	1.9%	4.9%	4.8	0.6%	10.5	7.5%
CN(C(=O)c1ccccc1)C1(C)CCS(=O)(=O)C1 (stereo not given)	12.3%	-3.1%	-3.9%	2.4%	-5.2%	-3.8	-2.5%	-0.5	1.6%
CC(=O)NNc1nc(-c2ccc(C)cc2)cs1	0.0%	10.6%	-1.3%	-0.1%	-1.6%	-4.2	11.4%	-3.0	8.9%
O=S(=O)(c1ccc(F)cc1)N1CN(Cc2ccco2)c2nc3ccccc3nc21	0.0%	5.4%	-1.2%	-11.4%	0.8%	8.5	-2.3%	3.3	?
O=C(NCC1CCCO1)c1cc(C(=O)c2ccc(Cl)cc2Cl)c[nH]1 (stereo not given)	-3.0%	-5.6%	1.9%	-6.8%	-2.9%	-11.4	-5.1%	-1.7	-21.3%
S=c1nc(C2CC2)[nH]c2ccccc12	-6.2%	?	-2.3%	-8.4%	-16.0%	23.6	29.3%	-0.6	15.5%
COc1cccc(OCCNS(=O)(=O)c2cccc([N+](=O)[O-])c2)c1	-1.2%	5.6%	-9.2%	-11.2%	-3.2%	29.6	0.0%	-1.4	0.0%
CCCN(C(=O)C1=COCCO1)c1c(N)n(Cc2ccccc2)c(=O)[nH]c1=O	9.6%	-4.1%	16.5%	9.6%	16.2%	4.8	-5.7%	-4.1	?
COc1ccccc1Nc1nc(-c2ccccc2)nc2ccccc12	-3.0%	4.9%	0.581µM*	1.5%	17.5%	-8.6	-0.5%	1.0	-13.0%
CC(=O)Nc1ccc2nc(SCc3ccccc3)sc2c1	.	.	.	.	0.2%	.	-11.5%	7.0	19.4%
Cc1ccc(S(=O)(=O)Nc2cc(=O)[nH]c(SCC(=O)Nc3ccccc3Cl)n2)cc1	-14.5%	?	-3.5%	-0.5%	-0.5%	6.0	2.7%	7.8	-26.5%
COC(=O)CSc1nnc(C)n1-c1cccc(OC)c1	23.8%	1.9%	-26.5%	21.8%	-6.4%	-7.0	1.6%	0.2	-1.8%
Cc1ccc(OCCNC(=O)CCc2ccccc2)cc1C	-1.6%	?	?	-6.2%	1.6%	-12.3	-1.6%	-10.7	6.7%
COC(=O)c1nn(-c2cccc(Cl)c2)ccc1=O	7.3%	-6.4%	-3.1%	-0.3%	-16.6%	-2.1	1.3%	2.2	0.0%
O=C(Nc1ccccc1N1CCOCC1)C1CCN(S(=O)(=O)c2ccccc2F)CC1	13.5%	-2.0%	-141.9%[inhibitor]	19.6%	-3.1%	-1.0	-16.0%	2.3	8.2µM*
CC(=O)C1=CCC(c2ccc(C)cc2)N(S(=O)(=O)c2ccc(Cl)cc2)C1 (stereo not given)	?	.	.	-26.5%	-3.5%	?	0.1%	0.7	0.0%
Cc1c(Cl)cccc1NC(=S)NC1CCN(C(C)C)CC1	-5.1%	?	?	-8.2%	4.4%	0.0	-3.3%	-8.4	?
CNC(=O)n1ccc(C(=O)N2CCCCC2)n1	4.2%	-0.8%	-3.2%	11.2%	5.6%	-4.8	-2.4%	-9.6	19.1%
COc1ccccc1NC(=O)CC1C(=O)Nc2ccccc2N1C(=O)c1ccccc1 (stereo not given)	26.6%	-2.1%	-3.2%	15.6%	10.4%	-8.0	-2.4%	-1.7	-2.2%
CC1CN(S(=O)(=O)c2cccc(C(=O)OC/C(O)=C(\C#N)c3nc4ccccc4[nH]3)c2)CC(C)O1 (stereo not given)	?	12.9%	.	?	?	4.5	11.5%	6.5	-5.4%
CCCOC(=O)CCCN1C(=O)/C(=C2\SC(=S)N(CCCC(=O)OCCC)C2=O)SC1=S	10.7%	1.5%	-4.1%	3.4%	-4.8%	27.4	?	2.6	-1.5%
